UGM FP inh: inhibitors of M. tuberculosis UDP-galactopyranose mutase; P9WIQ1; purified UGM, fluorescence polarization probe displacement; inhibition, % at 10 µM; actives 0.06% (n = 320,000); in the data active = inhibition above about 10%, passing the limit was not always enough; inconclusive = no clear call, values can overlap the other calls
CCHF vOTU inh: CCHFV vOTU protease inhibition; Pep-AMC fluorescence; inhibition, % at 11.5 µM; actives 0.55% (n = 370,000); AID 651958; also: 0% = vehicle wells with enzyme and 100% = no enzyme wells
GDH-TPI counter: counter-screen for M. tuberculosis FBA inhibitors: GDH-TPI coupled enzymes; GDH-TPI coupled enzyme counterscreen, NADH absorbance; inhibition, % at 4.8 µM; actives 1.2% (n = 360,000); AID 588335;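 also: 0% = DMSO wells and 100% = wells lacking the enzyme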
BoNT-F LC inh: blocks Botulinum neurotoxin F light chain protease; Multiplex microsphere protease cleavage assay, flow cytometry; inhibition, % at 10 µM; actives 0.22% (n = 360,000); in the data active = inhibition above about 35%, passing the limit was not always enough; inconclusive = no clear call, values can overlap the other calls; also: plate controls were buffer without enzyme for full effect and enzyme alone for no effect
Rv3671c protease: Rv3671c (M. tuberculosis) protease inhibition | actives 0.048% (n = 320,000) | P9WHR9 | inhibition, % at 5.96 µM; in the data active = inhibition above about 38%;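 also: extracellular domain of Rv3671c used as enzyme; 0% = enzyme with DMSO and 100% = no enzyme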
Target sequence (P9WHR9 whole entry, looked up, the tested form may be a part): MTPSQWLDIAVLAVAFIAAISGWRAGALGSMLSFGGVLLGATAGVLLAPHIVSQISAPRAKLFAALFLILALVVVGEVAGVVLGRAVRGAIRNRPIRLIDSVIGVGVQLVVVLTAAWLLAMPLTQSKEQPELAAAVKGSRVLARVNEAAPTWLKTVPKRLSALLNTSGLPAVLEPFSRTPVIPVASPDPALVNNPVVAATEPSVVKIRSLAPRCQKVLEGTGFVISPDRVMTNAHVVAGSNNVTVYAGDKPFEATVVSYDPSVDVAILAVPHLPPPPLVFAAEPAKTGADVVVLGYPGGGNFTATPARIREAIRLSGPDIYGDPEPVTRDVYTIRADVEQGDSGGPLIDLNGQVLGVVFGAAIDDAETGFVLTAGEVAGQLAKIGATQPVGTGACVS
VHR inh abs: blocks human VHR1 dual specificity phosphatase; inhibition, % at 13.3 µM; actives 0.52% (n = 290,000); P51452; recombinant VHR phosphatase, pNPP absorbance; in the data active = inhibition above about 50%; also: some compounds called inactive have numbers as strong as hits
Target sequence (P51452 whole entry, looked up): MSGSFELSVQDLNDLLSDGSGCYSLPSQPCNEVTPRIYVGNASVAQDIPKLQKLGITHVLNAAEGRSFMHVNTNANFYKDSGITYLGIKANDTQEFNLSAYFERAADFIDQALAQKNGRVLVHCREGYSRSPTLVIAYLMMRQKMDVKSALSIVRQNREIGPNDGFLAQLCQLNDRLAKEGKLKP
MazF activator: MazEF (E. coli) toxin RNase activation. P0AE70. FAM/BHQ RNA-DNA oligo cleavage fluorescence, 5 h. activation, % at 20 µM. actives 0.32% (n = 350,000); in the data active = activation above about 50%
Target sequence (P0AE70 whole entry, looked up): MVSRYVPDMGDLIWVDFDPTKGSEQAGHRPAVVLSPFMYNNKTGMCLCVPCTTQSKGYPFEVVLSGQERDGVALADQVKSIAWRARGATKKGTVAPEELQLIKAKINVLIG
Mtb BioA inh: blocks M. tuberculosis BioA enzyme activity | actives 0.096% (n = 360,000) | purified M. tuberculosis BioA enzyme, plate reader | inhibition, % at 9.99 µM | AID 602481; in the data active = inhibition above about 40%; inconclusive = no clear call, values can overlap the other calls
FBA Mtb inh: Mtb fructose-bisphosphate aldolase inhibition | P9WQA3 | purified M. tuberculosis FBA, fluorescence read-out | inhibition, % at 1 µM | actives 2.3% (n = 360,000) | AID 588726; in the data active = inhibition above about 27%;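 also: 0% = vehicle and 100% = reference inhibitor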
Target sequence (P9WQA3 whole entry, looked up): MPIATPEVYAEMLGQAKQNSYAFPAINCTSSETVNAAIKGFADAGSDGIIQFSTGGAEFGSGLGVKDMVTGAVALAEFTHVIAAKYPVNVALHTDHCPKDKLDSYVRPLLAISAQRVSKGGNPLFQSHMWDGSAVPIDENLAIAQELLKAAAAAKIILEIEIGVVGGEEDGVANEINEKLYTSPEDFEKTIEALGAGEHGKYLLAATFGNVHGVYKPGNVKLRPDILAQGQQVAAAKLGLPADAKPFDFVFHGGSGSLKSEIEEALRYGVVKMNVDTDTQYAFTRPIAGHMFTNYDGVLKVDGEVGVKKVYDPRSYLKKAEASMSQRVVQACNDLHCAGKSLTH
FadD28 FP inh: blocks FadD28 binding to the bisubstrate probe; fluorescence polarization; inhibition, % at 12.5 µM; actives 0.22% (n = 360,000); AID 588549; in the data active = inhibition above about 8.5%, passing the limit was not always enough; inconclusive = no clear call, values can overlap the other calls
Active calls of the source: *. Rule as the data show it, unless noted: active = inhibition above about 30%; inactive = the rest.

Sample of the layout:
`O=C(O)C1CC(O)CN1C(=O)c1ccco1` (stereo not drawn) gave UGM FP inh 0.5, CCHF vOTU inh 9, GDH-TPI counter -4, BoNT-F LC inh -5, Rv3671c protease 7, VHR inh abs 16, MazF activator 0, Mtb BioA inh -0.1, FBA Mtb inh 0 and FadD28 FP inh -3.3.
For Cn1c(=O)nc2n(Cc3ccccc3)c3cccc(Cl)c3cc-2c1=O the results were UGM FP inh 2.7, CCHF vOTU inh -25, GDH-TPI counter 8, BoNT-F LC inh 6, Rv3671c protease 9, VHR inh abs 42, MazF activator 6, Mtb BioA inh -2.3, FBA Mtb inh 19 and FadD28 FP inh -0.6.
For COc1ccccc1N(CC(=O)NC1CCCC1)C(=O)CCCC(=O)Nc1ccccn1 the results were CCHF vOTU inh 14, GDH-TPI counter -3, BoNT-F LC inh -4, VHR inh abs 7, MazF activator 4 and FBA Mtb inh 1.
For Cc1ccc(NNC2CC(=O)N(c3cccc(Cl)c3)C2=O)cc1 (stereo not drawn) the results were CCHF vOTU inh 13, GDH-TPI counter 8, BoNT-F LC inh 2, VHR inh abs 26, MazF activator 14, FBA Mtb inh -2 and FadD28 FP inh 0.4.
O=C(CCc1c[nH]c2ccccc12)N1CCN(S(=O)(=O)c2ccc([N+](=O)[O-])cc2)CC1 was read as CCHF vOTU inh -3, GDH-TPI counter 4, BoNT-F LC inh 1, MazF activator 4, Mtb BioA inh 0.6, FBA Mtb inh 1 and FadD28 FP inh 1.1.

The listing, from the first entry:
`O=C(O)C1CC(O)CN1C(=O)c1ccco1` (stereo not drawn) gave UGM FP inh 0.5, CCHF vOTU inh 9, GDH-TPI counter -4, BoNT-F LC inh -5, Rv3671c protease 7, VHR inh abs 16, MazF activator 0, Mtb BioA inh -0.1, FBA Mtb inh 0 and FadD28 FP inh -3.3.
For Cn1c(=O)nc2n(Cc3ccccc3)c3cccc(Cl)c3cc-2c1=O the results were UGM FP inh 2.7, CCHF vOTU inh -25, GDH-TPI counter 8, BoNT-F LC inh 6, Rv3671c protease 9, VHR inh abs 42, MazF activator 6, Mtb BioA inh -2.3, FBA Mtb inh 19 and FadD28 FP inh -0.6.
For COc1ccccc1N(CC(=O)NC1CCCC1)C(=O)CCCC(=O)Nc1ccccn1 the results were CCHF vOTU inh 14, GDH-TPI counter -3, BoNT-F LC inh -4, VHR inh abs 7, MazF activator 4 and FBA Mtb inh 1.
For Cc1ccc(NNC2CC(=O)N(c3cccc(Cl)c3)C2=O)cc1 (stereo not drawn) the results were CCHF vOTU inh 13, GDH-TPI counter 8, BoNT-F LC inh 2, VHR inh abs 26, MazF activator 14, FBA Mtb inh -2 and FadD28 FP inh 0.4.
O=C(CCc1c[nH]c2ccccc12)N1CCN(S(=O)(=O)c2ccc([N+](=O)[O-])cc2)CC1 was read as CCHF vOTU inh -3, GDH-TPI counter 4, BoNT-F LC inh 1, MazF activator 4, Mtb BioA inh 0.6, FBA Mtb inh 1 and FadD28 FP inh 1.1.
`Cn1nc(C(=O)N2CCN(c3cccc(Cl)c3)CC2)c2c1-c1ccccc1S(=O)(=O)C2` gave UGM FP inh 1.6, CCHF vOTU inh 9, GDH-TPI counter -8, BoNT-F LC inh -2, Rv3671c protease -1, VHR inh abs -2, MazF activator 3, Mtb BioA inh -0.5, FBA Mtb inh -1 and FadD28 FP inh -6.7.
Cc1nc(Nc2cccc(Cl)c2)c2oc3ccccc3c2n1 was read as UGM FP inh 1.9, CCHF vOTU inh -6, GDH-TPI counter 4, BoNT-F LC inh inconclusive, Rv3671c protease -25, VHR inh abs 10, MazF activator -1, Mtb BioA inh 0.5, FBA Mtb inh 6 and FadD28 FP inh -3.2.
Screening CN(C)c1nc(NC(C)(C)C)nc(SCC(=O)Nc2ccccc2)n1 returned UGM FP inh 1.6, CCHF vOTU inh 12, GDH-TPI counter 14, BoNT-F LC inh -3, Rv3671c protease 0, VHR inh abs 35, MazF activator 0, FBA Mtb inh -2 and FadD28 FP inh -4.2.
Cc1c(NC2(C#N)CCCCC2)c(=O)n(-c2ccccc2)n1C was read as UGM FP inh 1.1, CCHF vOTU inh 2, GDH-TPI counter 12, BoNT-F LC inh -2, Rv3671c protease -3, VHR inh abs 16, MazF activator -7, FBA Mtb inh 1 and FadD28 FP inh -2.4.
CCCCNC(=S)N/N=C1\C(=O)c2cccc3cccc1c23 was read as UGM FP inh -1.2, CCHF vOTU inh -7, GDH-TPI counter 4, BoNT-F LC inh 8, Rv3671c protease 3, VHR inh abs 12, MazF activator 13, Mtb BioA inh -1.1, FBA Mtb inh -2 and FadD28 FP inh -1.5.
Screening Clc1ccc(-c2cc(COc3ccccc3)on2)cc1 returned UGM FP inh 2.1, CCHF vOTU inh 6, GDH-TPI counter 4, BoNT-F LC inh -3, Rv3671c protease 4, VHR inh abs -10, MazF activator 2, Mtb BioA inh -1.3, FBA Mtb inh 4 and FadD28 FP inh -0.7.
Screening COCCOC(=O)c1c(NC(=O)CN2CCCc3ccccc32)sc(C(N)=O)c1C returned UGM FP inh -3.9, CCHF vOTU inh 3, GDH-TPI counter 7, BoNT-F LC inh 1, Rv3671c protease -5, VHR inh abs 0, MazF activator 9, FBA Mtb inh 1 and FadD28 FP inh -4.0.
Screening Cc1cccc(NC(=O)C2CCN(C(=O)N3CCOc4ccccc43)CC2)c1C returned UGM FP inh -0.7, CCHF vOTU inh -7, GDH-TPI counter -9, BoNT-F LC inh 2, Rv3671c protease 7, VHR inh abs 21, MazF activator 17, Mtb BioA inh 0.9, FBA Mtb inh -6 and FadD28 FP inh -2.7.
`Cc1cccc(N2CCN(C(=S)Nc3ccc4nc5n(c(=O)c4c3)CCCCC5)CC2)c1C` gave UGM FP inh -0.4, CCHF vOTU inh -23, GDH-TPI counter 3, BoNT-F LC inh -2, Rv3671c protease 2, VHR inh abs -6, MazF activator 2, FBA Mtb inh 8 and FadD28 FP inh -1.4.
For O=C1CC(c2ccccc2)n2nc(N3C(=O)CCC3=O)nc2N1 (stereo not drawn) the results were UGM FP inh 0.5, CCHF vOTU inh 8, GDH-TPI counter 9, BoNT-F LC inh -18, Rv3671c protease -13, VHR inh abs 29, MazF activator 2, Mtb BioA inh -0.8, FBA Mtb inh 3 and FadD28 FP inh 0.7.
CC(C)NC(=O)C(=O)NCC(c1ccc2c(c1)OCO2)N1CCOCC1 (stereo not drawn) was read as UGM FP inh 2.5, CCHF vOTU inh 12, GDH-TPI counter 3, BoNT-F LC inh 1, Rv3671c protease 8, VHR inh abs 7, MazF activator 8, Mtb BioA inh 0.5, FBA Mtb inh 4 and FadD28 FP inh -2.7.
`COc1ccc(-c2nn(-c3ccccc3)cc2/C=N/NC(N)=S)cc1OC` gave UGM FP inh 0.1, CCHF vOTU inh 0, GDH-TPI counter 21, BoNT-F LC inh -13, Rv3671c protease -5, VHR inh abs 3, MazF activator 10, FBA Mtb inh 3 and FadD28 FP inh -2.5.
`COc1ccc(N(CC(=O)Nc2cc(Cl)ccc2C)S(=O)(=O)c2c(C)noc2C)cc1` gave UGM FP inh 2.0, CCHF vOTU inh 2, GDH-TPI counter 2, BoNT-F LC inh -2, Rv3671c protease -9, VHR inh abs 18, MazF activator 1, Mtb BioA inh -0.1, FBA Mtb inh -3 and FadD28 FP inh -0.9.
For CC1C(c2ccccc2)=[N+]([O-])C2(CCCCC2)N1O (stereo not drawn) the results were UGM FP inh 0.9, CCHF vOTU inh 5, GDH-TPI counter 11, BoNT-F LC inh -3, Rv3671c protease 2, VHR inh abs 32, MazF activator 4, Mtb BioA inh 3.2, FBA Mtb inh 7 and FadD28 FP inh 0.4.
For O=C(CN(CCc1ccccc1)S(=O)(=O)c1ccc(Cl)cc1)N/N=C/c1ccccc1C(=O)O the results were UGM FP inh 0.8, CCHF vOTU inh 8, GDH-TPI counter 5, BoNT-F LC inh -4, Rv3671c protease -5, VHR inh abs 15, MazF activator 0, FBA Mtb inh 1 and FadD28 FP inh -0.9.
`CC(C)(O)CCCC(C)(O)c1ccc(C(=O)O)cc1O` (stereo not drawn) gave UGM FP inh 1.8, CCHF vOTU inh -2, GDH-TPI counter 6, BoNT-F LC inh -16, Rv3671c protease 4, VHR inh abs 22, MazF activator -10, Mtb BioA inh -0.2, FBA Mtb inh 3 and FadD28 FP inh 0.7.
COc1cc2cc(C(=O)NCCc3ccccc3)[nH]c2cc1OC was read as UGM FP inh 4.5, CCHF vOTU inh -56, GDH-TPI counter 3, BoNT-F LC inh 1, VHR inh abs -4, MazF activator 15, Mtb BioA inh -2.6, FBA Mtb inh 160* and FadD28 FP inh -0.4.
Brc1ccc2nc(-c3ccccc3)c(Cc3ccsc3)n2c1 was read as CCHF vOTU inh 13, BoNT-F LC inh -14, Mtb BioA inh -0.1, FBA Mtb inh 0 and FadD28 FP inh -3.6.
Screening COc1ccc2oc(C(=O)OCC(=O)c3ccc4c(c3)OCCO4)c(C)c2c1 returned UGM FP inh -1.2, CCHF vOTU inh -11, GDH-TPI counter 0, BoNT-F LC inh -3, Rv3671c protease 2, VHR inh abs 15, MazF activator -1, Mtb BioA inh -2.2, FBA Mtb inh -2 and FadD28 FP inh -1.3.
Screening Cn1nc(C(=O)Nc2ccc3c(c2)OCCO3)c2ccccc2c1=O returned UGM FP inh 2.4, CCHF vOTU inh 9, GDH-TPI counter 15, BoNT-F LC inh -3, Rv3671c protease -7, MazF activator -2, Mtb BioA inh 1.9, FBA Mtb inh 0 and FadD28 FP inh -2.5.
`NS(=O)(=O)c1ccc(NC(=O)Cn2ncc3c2-c2ccccc2OC3)cc1` gave UGM FP inh 5.0, CCHF vOTU inh 8, GDH-TPI counter 12, BoNT-F LC inh -6, Rv3671c protease -12, VHR inh abs 25, MazF activator 15, Mtb BioA inh -2.1, FBA Mtb inh 4 and FadD28 FP inh -1.9.
Screening O=C(COC(=O)c1cccs1)NC12CC3CC(CC(C3)C1)C2 returned UGM FP inh -1.6, CCHF vOTU inh 1, GDH-TPI counter 1, BoNT-F LC inh 5, Rv3671c protease -2, VHR inh abs 29, MazF activator 3, FBA Mtb inh 0 and FadD28 FP inh -0.6.
For COc1cc(CCC(=O)Nc2cc(C)cc(C)c2)cc(OC)c1OC the results were UGM FP inh -0.1, CCHF vOTU inh 9, GDH-TPI counter 2, BoNT-F LC inh -10, Rv3671c protease -7, VHR inh abs 15, MazF activator 2, FBA Mtb inh -2 and FadD28 FP inh -1.4.
For CCc1ccc2c(CSc3nnnn3C)cc(=O)oc2c1 the results were UGM FP inh 0.6, CCHF vOTU inh -6, GDH-TPI counter 34*, BoNT-F LC inh 2, Rv3671c protease -12, VHR inh abs 21, MazF activator 0, Mtb BioA inh 1.5, FBA Mtb inh 8 and FadD28 FP inh -0.1.
`O=C(COC(=O)Cc1ccccc1F)NNC(=O)c1ccc([N+](=O)[O-])cc1` gave UGM FP inh 0.0, CCHF vOTU inh -4, GDH-TPI counter 0, BoNT-F LC inh 6, Rv3671c protease 2, MazF activator 4, Mtb BioA inh -0.6, FBA Mtb inh -1 and FadD28 FP inh -1.1.
For CCSc1ncc(Cl)c(C(=O)Nc2ccc(S(=O)(=O)Nc3ncccn3)cc2)n1 the results were UGM FP inh 0.3, CCHF vOTU inh -6, GDH-TPI counter -3, BoNT-F LC inh -3, Rv3671c protease -6, VHR inh abs 17, MazF activator 2, Mtb BioA inh -0.7, FBA Mtb inh 1 and FadD28 FP inh -3.0.
O=C1CCC(C(=O)N2CCCCO2)CN1CCc1ccc(Cl)cc1 (stereo not drawn) was read as UGM FP inh 1.0, CCHF vOTU inh 12, GDH-TPI counter 2, BoNT-F LC inh 1, Rv3671c protease 7, VHR inh abs 22, MazF activator 1, Mtb BioA inh -1.8, FBA Mtb inh -1 and FadD28 FP inh 1.0.
For Cc1cccnc1NC(=O)C12CCC(C)(C(=O)O1)C2(C)C (stereo not drawn) the results were UGM FP inh -1.1, CCHF vOTU inh -2, GDH-TPI counter -4, BoNT-F LC inh 1, Rv3671c protease -1, VHR inh abs 25, MazF activator -1, FBA Mtb inh 1 and FadD28 FP inh -0.4.

Screens: PubChem, several laboratories
